Source: PubChem (several laboratories)
LYP act: LYP (human) phosphatase activation; recombinant LYP, DiFMUP fluorescence; 0 = plate median, 100 = signal doubled; activation, % at 2 µM; 0.11% of 96,000 active; AID 697;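 active = activation at 2 µM above a set limit, the mean plus 5 SD, cut at about 37% in these data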
PTPN22 inh 2: LYP (human) phosphatase inhibition; Q9Y2R2; recombinant LYP catalytic domain, DiFMUP fluorescence; inhibition, % at 2 µM; 0.21% of 96,000 active;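 active = inhibition at 2 µM at or above a set limit, the screen mean plus 3 SD, cut at about 24% in these data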;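 note: 0% = DMSO with enzyme and 100% = enzyme fully blocked by orthovanadate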
CYP2C9 act: CYP2C9 (human) activation. P11712. recombinant CYP2C9, luciferin-H conversion, luminescence; hits give high values; factor 1 = untreated enzyme, 0 = blocked. activation factor at 5 µM. 1.4% of 96,000 active. AID 1024;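 active = activation factor of 2 or more for CYP2C9 at a 5 µM dose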;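 note: 0 = sulfaphenazole-blocked wells and 1 = vehicle-only wells; values of inactives mirror those of a sister screen read the other way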
Ecoli WT expand: E. coli BW25113 growth inhibition, expanded screen; OD600 absorbance; growth inhibition, % at 100 µM; 0.15% of 98,000 active;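 active = growth inhibition above about 50% at one test dose, limit read from the data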;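 note: growth measured after 20 h incubation at 37 °C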
PostGolgi yeast: growth inhibition of a yeast mutant, post-Golgi transport screen; post-Golgi transport phenotypic cell assay; inhibition, % at 10 µM; 0.9% of 98,000 active; AID 739;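 note: yeast cells grown in 1536-well plates; yeast grown about 18 h at 30C before absorbance read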
hDAT+cocaine: human DAT dopamine uptake with cocaine, either direction; Q01959; LLC-PK1 hDAT cells, [14C]-dopamine uptake with cocaine IC80; actives deviate in either direction; B-score at 10 µM; 1.3% of 110,000 active;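 active = Z score or B-score, a plate-position-corrected score, falls beyond the plate's 99.7% confidence bounds, in either direction; inactive = both scores lie inside the 99.7% bounds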;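 note: scored against the spread of the other compound wells on the same plate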
PostGolgi ctrl: inhibits growth of the yeast control strain; AID 738; inhibition, % at 10 µM; 5% of 98,000 active; efflux-deficient yeast background strain, growth absorbance A615, 16 h
PTK2B oligo ant: blocks oligomerization of human Pyk2 in cells; Q293 cells, Pyk2 FERM NanoBiT luminescence; hits give low values; z-score (the deposit names both 25 µM and 10 µM); 0.83% of 99,000 active; AID 1347419;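 active = Z-score of -3 or lower, scaled per plate to the spread of control and sample wells; inactive = z-score above -3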;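 note: negative z-score means lost luminescence so less FERM oligomerization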
Target sequence (Q14289 whole entry, looked up): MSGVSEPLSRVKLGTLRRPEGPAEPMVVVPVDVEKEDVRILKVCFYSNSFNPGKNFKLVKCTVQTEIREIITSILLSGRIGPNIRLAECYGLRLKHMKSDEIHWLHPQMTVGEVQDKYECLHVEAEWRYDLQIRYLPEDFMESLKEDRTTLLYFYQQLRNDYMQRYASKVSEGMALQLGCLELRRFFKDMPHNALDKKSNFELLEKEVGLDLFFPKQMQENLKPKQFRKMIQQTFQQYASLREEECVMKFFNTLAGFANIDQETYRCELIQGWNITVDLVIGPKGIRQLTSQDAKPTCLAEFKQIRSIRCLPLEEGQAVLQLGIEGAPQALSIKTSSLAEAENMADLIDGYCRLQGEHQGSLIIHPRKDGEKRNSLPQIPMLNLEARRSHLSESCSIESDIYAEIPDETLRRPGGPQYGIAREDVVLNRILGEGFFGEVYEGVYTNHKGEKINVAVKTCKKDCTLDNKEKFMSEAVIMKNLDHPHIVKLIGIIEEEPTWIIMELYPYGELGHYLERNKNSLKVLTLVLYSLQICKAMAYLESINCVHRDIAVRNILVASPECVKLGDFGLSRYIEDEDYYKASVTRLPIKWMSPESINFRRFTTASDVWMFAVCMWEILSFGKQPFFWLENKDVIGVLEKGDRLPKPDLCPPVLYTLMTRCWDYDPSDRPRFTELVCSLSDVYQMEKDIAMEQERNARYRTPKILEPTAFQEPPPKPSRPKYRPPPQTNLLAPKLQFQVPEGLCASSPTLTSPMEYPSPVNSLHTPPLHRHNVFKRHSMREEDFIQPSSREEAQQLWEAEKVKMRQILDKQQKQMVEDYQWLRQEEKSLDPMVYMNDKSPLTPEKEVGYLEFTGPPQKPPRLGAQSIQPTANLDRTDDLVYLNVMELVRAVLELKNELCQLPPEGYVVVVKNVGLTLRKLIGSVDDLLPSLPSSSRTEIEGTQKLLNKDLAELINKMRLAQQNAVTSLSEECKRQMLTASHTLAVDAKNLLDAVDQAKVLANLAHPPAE
CYP2C9 inhib: human CYP2C9 inhibition; P11712; CYP2C9 Supersomes, luciferin-H conversion, luminescence; inhibition, % at 5 µM; 20% of 96,000 active;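 active = blocking of liver enzyme CYP2C9 beyond about 50% at 5 µM, limit read from the data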; note: values of inactives mirror those of a sister screen read the other way
* = called active by the depositor; . = not tested or not shown. Cut-off read from the data, not from the text of the source, unless noted: active = inhibition above about 30%; inactive = the rest. Compounds were not picked by outcome; any-hit rate near 24%.

SMILES	LYP act	PTPN22 inh 2	CYP2C9 act	Ecoli WT expand	PostGolgi yeast	hDAT+cocaine	PostGolgi ctrl	PTK2B oligo ant	CYP2C9 inhib
Cc1cc(C(=O)COC(=O)C2=NNC(=O)CC2)c(C)n1-c1ccccc1	-6	9	0.7	2	12	-0.43	5	0.28	32
CCCCNC(=O)CSc1nccn1Cc1ccccc1	8	-10	0.8	1	-6	-0.75	7	-0.04	23
O=C(NCCc1c[nH]c2ccccc12)c1cnc2sccn2c1=O	-6	6	2.5*	-2	-2	-0.23	9	.	-152
O=C(CN(CCc1ccccc1)C(=O)CNS(=O)(=O)c1ccc(F)cc1)NCC1CCCO1 (centres undefined)	0	0	0.9	-4	-1	1.2	6	0.42	6
COc1cc(/C=N/n2cnnc2)ccc1OCc1ccc(C)cc1	5	-4	0.3	-9	-4	0.018	8	-0.67	70*
c1ccc(-n2nnnc2SCc2cccc(CSc3nnnn3-c3ccccc3)n2)cc1	-8	9	.	.	.	-0.92	.	0.39	.
CC(=O)Nc1cc(C(=O)O)ccc1S(=O)(=O)c1ccc(C)cc1	-11	9	1	-2	2	-0.91	10	-0.07	-2
CCc1nnc(NC(=O)CSc2nnc(-c3ccccc3O)n2-c2ccc(C)cc2C)s1	4	-8	0.6	-10	17	-0.14	24	-3.8*	38
O=C(CCCCCN1C(=O)c2ccccc2C1=O)Nc1ccccc1	-9	9	0.4	-3	0	0.43	22	-0.01	58*
CCOC(=O)C1=C(c2ccccc2)OC(N)=C(C#N)C1C(C)C (centres undefined)	1	0	0.9	0	2	-1.4	12	-2.4	10
COC(=O)c1[nH]c2ccc(C)cc2c1NC(=O)CN1CCC(C)CC1	-8	6	0.9	9	2	0.05	3	0.97	11
Cc1cccc2cc(C(c3nnnn3CC3CCCO3)N3CCCc4ccccc43)c(=O)[nH]c12 (centres undefined)	-4	1	0.4	-13	-18	0.81	-4	-0.29	56*
CC1CCC(C(=O)NC(C(=O)N2CCc3ccccc3C2)C(C)C)CC1 (centres undefined)	2	-2	0.8	2	-6	-0.85	1	-0.58	15
CCN(CC)S(=O)(=O)c1ccc2[nH]cc(C(=O)NCCN3CCCCC3C)c(=O)c2c1 (centres undefined)	-1	0	1	3	2	.	4	-0.56	-1
CC(=O)Nc1ccc(C(=O)n2nc(C)cc2C)cc1	.	.	1.1	.	.	-0.96	.	0.87	-8
CCN(CC)C(=O)CSc1nc2ccccc2c(=O)n1OC	-4	2	0.7	-6	3	0.39	16	-0.06	32
CC1(C)Cc2c(sc3c2c(=N)n(Cc2ccco2)c(=O)n3CC(=O)Nc2ccc(Cl)cc2)CO1	.	.	0.7	.	.	2*	.	-0.12	26
CCN(Cc1ccccc1)C(=O)CSc1nc(C)cc2c1C(=O)OC2	5	-5	2.3*	-1	0	-0.72	8	0.23	-130
O=C(CC1Nc2ccccc2NC1=O)Nc1ccccc1 (centres undefined)	.	.	0.9	-4	-2	0.36	1	-0.07	6
COc1ccc(CNC(=O)C2CCN(C(=O)N(C)C)CC2)c(OC)c1	-3	2	1.3	-7	4	-0.86	-2	-0.5	-28
O=C(Nc1ccc2c(c1)OCO2)c1ccc(S(=O)(=O)NCC2CCCO2)cc1 (centres undefined)	0	-3	1	1	-11	-0.072	7	0.72	2
CC(=O)Nc1nonc1NC(=O)CSc1ccccn1	1	0	0.9	9	4	-0.82	4	0.96	9
C=C(C)CSc1nnc([C@@H]2CCCN2C(=O)OC(C)(C)C)o1	-7	6	1	5	7	-0.12	0	-0.41	-1
COc1ccc(NC(=O)C2CCCN2c2ccc(OC)c(OC)c2)cc1OC (centres undefined)	.	.	0.7	-1	-4	-0.71	-8	-0.8	32
Cc1ccccc1-n1c(=O)cc(N2CCN(C(=O)c3ccco3)CC2)[nH]c1=O	-2	0	.	5	4	0.18	5	.	.
(more compounds)
SMILES	LYP act	PTPN22 inh 2	CYP2C9 act	Ecoli WT expand	PostGolgi yeast	hDAT+cocaine	PostGolgi ctrl	PTK2B oligo ant	CYP2C9 inhib
Cc1cccc(OCC(=O)Nc2ccc(N3CCN(S(C)(=O)=O)CC3)cc2)c1C	-1	0	1	-11	-1	0.27	2	-0.06	0
O=C(CCn1c(=S)[nH]c2ccccc2c1=O)NCCCN1CCOCC1	34	-31	1	3	5	-0.68	2	0.33	-3
O=C(c1cc2nc(-c3ccccc3)cc(-c3ccccc3)n2n1)N1CCN(C(=O)c2ccco2)CC1	-3	5	0.6	-16	-14	1.8	8	-1.2	42
O=C(NCC1CCCO1)c1ccc(NC(=O)C2CC=CCC2C(=O)O)cc1 (centres undefined)	-7	5	0.9	6	1	0.2	9	0.49	7
Cc1ccnc(NC(=O)CCCOc2cc(=O)n(C)c3ccccc23)c1	0	-3	1.3	-8	-1	0.8	6	-1.4	-33
O=C(NNc1c2ccccc2nc2ccccc12)c1ccc(O)cc1O	4	-2	0.3	-8	2	.	6	-2.9	71*
c1ccc(Nc2nc(N3CCCCC3)nc(N3CCCCC3)n2)cc1	7	-6	0.9	-19	-4	-0.91	53*	-0.27	12
CN(Cc1ccccc1)c1nc2c(c(=O)n(C)c(=O)n2C)n1CCCc1ccccc1	-1	2	0	-16	0	1.3	43*	-0.63	97*
Cc1cc(Nc2cc(C(=O)O)ccc2C)n2ncnc2n1	7	-7	1	-4	-6	-1	15	.	1
Cc1ccc2[nH]c(=O)c(CN(CCCN(C)C)C(=O)Nc3cccc(Cl)c3)cc2c1	6	-9	1	0	0	1.3	3	0.4	1
CC(=O)N1CCc2cc(S(=O)(=O)NCCC(=O)Nc3cc(C)cc(C)c3)ccc21	-4	5	0.6	-1	-8	0.39	4	0.19	38
Cn1c(=O)[nH]c(=O)c2c1ncn2CCCc1ccccc1	-6	4	.	0	6	-0.48	3	0.94	.
Cc1ccc(-c2noc(CCC(=O)N3CCCc4ccccc43)n2)cc1	2	-2	0	3	-5	0.39	24	-0.12	95*
CCn1c2c(c3cc(Cl)ccc31)CCCC2=O	-6	4	1	12	-1	1	12	.	0
CNC(=O)CSc1nnc(-c2ccco2)n1-c1ccc(C)cc1	5	-7	.	.	.	-0.014	.	-0.32	.
CCCCCCCC(=O)N/N=C/c1ccco1	-10	12	0.9	14	2	-0.46	16	-0.38	10
CCOc1ccc(NC(=O)CN(C)CC(=O)Nc2ccccc2C#N)cc1OCC	-1	-1	0.9	4	2	1.3	-1	-1.5	11
CCOc1cc(S(=O)(=O)N2CCOCC2)ccc1F	3	-6	1.4	5	7	0.0056	7	0.39	-41
CCCSC1=C(C#N)C(c2ccc(O)c(OC)c2)CC(=O)N1 (centres undefined)	4	-7	0.6	-1	-11	-0.18	21	.	40
Cc1c(C)c2c(C)nn(-c3ccccc3)c2[nH]c1=O	-6	4	0.8	-1	3	-0.69	1	0.69	19
Cc1cc(C)nc(NC(=O)Cc2cccs2)n1	-6	6	1	3	-7	0.43	-6	0.56	5
O=C1c2ccccc2-c2c1cccc2C(=O)N1CCOCC1	8	-10	.	.	.	-0.76	.	-1.5	.
CC(C)(C#N)N([O-])C=C[N+](=O)C(C)(C)C#N	-1	-2	1	-8	3	-0.14	7	0.43	3
COc1ccccc1N1CCN(C2=NS(=O)(=O)c3ccccc32)CC1	2	-4	1.1	1	8	-1	-1	0.71	-14
COc1ccc(Cl)cc1NC(=O)CSc1nnc(Cn2c(=O)sc3ccccc32)n1C	.	.	.	-6	9	-0.43	-4	.	.
Going on with the list:
SMILES	LYP act	PTPN22 inh 2	CYP2C9 act	Ecoli WT expand	PostGolgi yeast	hDAT+cocaine	PostGolgi ctrl	PTK2B oligo ant	CYP2C9 inhib
CCCc1nc(SCC(=O)N2CCCC2)c2ccccc2n1	-5	4	0.8	7	2	0.37	15	0.63	20
O=C(Nc1ccccc1)N1CCN(c2ccc(C(F)(F)F)cn2)CC1	2	-2	0.8	2	-4	1.4	5	-0.33	24
CCCCN(CC)Cc1ccc(CNC(=O)Nc2ccc(OCC)cc2)o1	3	-4	0.9	-7	5	-4.1*	2	2.4	12
Cc1nc(SCC(=O)NCc2ccco2)c2c(C)c(C)sc2n1	-4	3	0.8	-8	-6	-0.79	6	0.04	20
CC1CN=C(c2cccn2Cc2ccc(F)cc2Cl)O1 (centres undefined)	-5	2	1	6	11	-0.1	32*	0.12	2
CCCN1Cc2cccc(C(=O)NCc3ccc4c(c3)OCO4)c2C1=O	.	.	0.6	0	0	-0.055	21	-0.39	38
Cc1[nH]c2ccccc2c1C(=O)COC(=O)C1CC(=O)N(Cc2ccccc2)C1 (centres undefined)	4	-3	0.3	7	-2	2.4	8	-0.27	67*
Cc1oc(-c2ccc(Cl)cc2)nc1CN1CCC(C(=O)NCCCN2CCCC2=O)CC1	5	-8	0.9	-2	-5	-0.55	19	.	13
COc1ccc(OC)c(C2NC(=O)c3sc(=S)n(-c4ccccc4)c3N2)c1 (centres undefined)	-10	4	0.4	1	7	0.33	4	0.76	62*
Cc1ccc(Cn2nnnc2CN2CCC(NC(=O)c3ccccc3F)CC2)cc1	8	-4	0.7	-9	-7	0.36	4	-0.26	26
Cc1cc(OCCCCCNCCO)ccc1Cl	-14	10	.	15	-9	-0.34	-6	-0.14	.
NC(=O)c1ccccc1OCCOCCOCCOc1ccccc1C(N)=O	6	-6	0.9	2	-5	-0.25	-3	2.3	9
C=CCc1ccccc1OCC(O)CNC (centres undefined)	-9	7	0.9	-3	-2	1.6	-2	0.71	7
CC(C)c1nc(N2CCN(C(=O)c3ccccc3)CC2)c(C#N)c2c1COC(C)(C)C2	-18	17	0.2	-7	20	0.81	18	-0.77	81*
O=C(c1cccs1)N(Cc1ccco1)c1nc(-c2ccc(F)cc2)cs1	-7	7	.	.	.	-0.29	.	-2.3	.
COc1ccccc1C(c1nnnn1CC1CCCO1)N1CCC(C(N)=O)CC1 (centres undefined)	-7	7	.	.	.	-0.29	.	0.45	.
O=C(CN1CCN(Cc2ccccc2F)C1=O)NCc1cccnc1	2	-3	0.7	6	2	-0.14	5	.	26
CCOC(=O)c1cnn(-c2ccccc2)c1-n1cccc1	-5	5	0.7	-1	-8	-0.012	9	-0.18	27
CC(=O)OCc1c(F)c(F)c(-n2nc(C)cc2C)c(F)c1F	4	-6	1.4	-7	1	0.66	16	1.1	-35
CC(=O)/C=C/c1ccc2ccccc2n1	-6	7	1.2	31	6	-0.29	9	-0.06	-22
C=CCOC(=O)C1=C(C)NC(SCC(=O)N(CC)CC)=C(C#N)C1c1ccco1 (centres undefined)	3	-4	0.2	-6	11	1	-1	-0.66	80*
CCCCOc1ccc(-c2nc(=S)[nH][nH]2)cc1	5	-3	0.8	5	-6	-0.42	12	0.08	16
O=C(NC(O)C(=O)c1cccs1)c1cccnc1 (centres undefined)	-17	18	1.1	-2	-13	-0.13	7	-0.07	-7
CCOC(=O)c1cc2nc(Nc3ccc(OC)cc3)sc2s1	1	-2	0.6	-10	16	0.87	0	-0.83	44
CCC(C)NC(=O)Nc1ccccc1C (centres undefined)	1	1	1.1	-2	-11	0.043	6	1.2	-15
CCc1c(O)nc(SCC(=O)Nc2ccccc2C)[nH]c1=O	7	-8	1	0	2	-0.25	2	1.4	1
CCC(CC)c1nnc(NC(=O)CN2C(=O)C3C4C=CC(C4)C3C2=O)s1 (centres undefined)	-6	5	0.6	2	-3	2.3	-11	0.88	41

Just PTK2B oligo ant, for some of the entries so far:
| SMILES | PTK2B oligo ant |
| --- | --- |
| CC1CCC(C(=O)NC(C(=O)N2CCc3ccccc3C2)C(C)C)CC1 (centres undefined) | -0.58 |
| CCN(CC)S(=O)(=O)c1ccc2[nH]cc(C(=O)NCCN3CCCCC3C)c(=O)c2c1 (centres undefined) | -0.56 |

Entries above marked active in CYP2C9 act.
Molecule,LYP act,PTPN22 inh 2,CYP2C9 act,hDAT+cocaine,PostGolgi ctrl,PTK2B oligo ant,CYP2C9 inhib
O=C(NCCc1c[nH]c2ccccc12)c1cnc2sccn2c1=O,-6,6,2.5*,-0.23,9,.,-152
CCN(Cc1ccccc1)C(=O)CSc1nc(C)cc2c1C(=O)OC2,5,-5,2.3*,-0.72,8,0.23,-130
